Assay outcomes from PubChem.
RAD54 inh: inhibitors of human RAD54 branch migration. Q92698. RAD54 Holliday junction branch migration, FAM/BHQ fluorescence. inhibition, % at 10.4 µM. actives 0.14% (n = 360,000);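 active = mean normalized replicate activity at least 40 and at least half of replicates scoring 40 or more; inconclusive = only one of the two criteria met; inactive = mean below 40 and under half of replicates reaching 40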;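 also: 0% = median of neutral control wells and 100% = median of positive control wells; inhibitors cause a drop in the FAM fluorescence signal; in these data hits start at about 50%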
esBAF inh: inhibitors of esBAF chromatin remodeling in mouse ES cells; Bmi1-luciferase knock-in reporter, 24 h; 100% = twice the neutral-well signal; reporter increase, % at 12.5 µM; actives 2% (n = 350,000); in the data active = activation above about 40%; inconclusive = no clear call, values can overlap the other calls;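 also: 0% = median of the plate's neutral control wells and 100% = double that signal; a rise in the Bmi1 reporter signal indicates esBAF inhibition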
EWS-Fli inh: blocks EWS/Fli oncoprotein-driven transcription | A673 NR0B1-luciferase reporter, viability-normalised | inhibition, % at 12.6 µM | actives 0.67% (n = 350,000);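 active = mean inhibition of at least 50% after viability correction, with every replicate also passing that limit; inconclusive = mean reaches 50% but only one of two replicates passes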;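 also: firefly luciferase signal divided by Alamar Blue viability fluorescence both relative to DMSO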
RAD52 inh: RAD52 (human) annealing inhibition; recombinant RAD52 DNA annealing, FRET fluorescence; inhibition, % at 18.7 µM; actives 0.46% (n = 360,000);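 active = every replicate showing at least 50% inhibition; inconclusive = mean inhibition at least 50% but not in every replicate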
Target sequence (P43351 whole entry, looked up): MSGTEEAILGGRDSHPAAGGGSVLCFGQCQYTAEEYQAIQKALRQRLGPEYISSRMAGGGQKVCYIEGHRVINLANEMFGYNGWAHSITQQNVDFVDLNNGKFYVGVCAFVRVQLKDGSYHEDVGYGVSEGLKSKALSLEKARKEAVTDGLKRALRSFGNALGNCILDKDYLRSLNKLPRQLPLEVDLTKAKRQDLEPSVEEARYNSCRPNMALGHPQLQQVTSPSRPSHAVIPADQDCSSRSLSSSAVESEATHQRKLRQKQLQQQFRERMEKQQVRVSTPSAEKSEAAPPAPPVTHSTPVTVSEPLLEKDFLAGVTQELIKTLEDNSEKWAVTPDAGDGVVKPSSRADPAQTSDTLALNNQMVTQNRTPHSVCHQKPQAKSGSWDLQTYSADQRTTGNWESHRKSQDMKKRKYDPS
E-sel inducer: induces E-selectin expression in human endothelial cells; P16581; HUVEC E-selectin immunofluorescence imaging; normalized: neutral wells 0, TNF-alpha wells 100; activation, % at 7.58 µM; actives 0.37% (n = 260,000);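 active = mean E-selectin-positive cell signal at least 10% of the positive control, reached in at least 60% of replicates, without over 20% cell loss; inconclusive = no rule given, readout overlaps actives, possibly toxicity-flagged; inactive = the rest, including those meeting only one limit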;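 also: in these data hits start at about 27%; measured in HUVEC primary endothelial cells; signal is the percent of cells scored E-selectin positive by PE staining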
Target sequence (P16581 whole entry, looked up): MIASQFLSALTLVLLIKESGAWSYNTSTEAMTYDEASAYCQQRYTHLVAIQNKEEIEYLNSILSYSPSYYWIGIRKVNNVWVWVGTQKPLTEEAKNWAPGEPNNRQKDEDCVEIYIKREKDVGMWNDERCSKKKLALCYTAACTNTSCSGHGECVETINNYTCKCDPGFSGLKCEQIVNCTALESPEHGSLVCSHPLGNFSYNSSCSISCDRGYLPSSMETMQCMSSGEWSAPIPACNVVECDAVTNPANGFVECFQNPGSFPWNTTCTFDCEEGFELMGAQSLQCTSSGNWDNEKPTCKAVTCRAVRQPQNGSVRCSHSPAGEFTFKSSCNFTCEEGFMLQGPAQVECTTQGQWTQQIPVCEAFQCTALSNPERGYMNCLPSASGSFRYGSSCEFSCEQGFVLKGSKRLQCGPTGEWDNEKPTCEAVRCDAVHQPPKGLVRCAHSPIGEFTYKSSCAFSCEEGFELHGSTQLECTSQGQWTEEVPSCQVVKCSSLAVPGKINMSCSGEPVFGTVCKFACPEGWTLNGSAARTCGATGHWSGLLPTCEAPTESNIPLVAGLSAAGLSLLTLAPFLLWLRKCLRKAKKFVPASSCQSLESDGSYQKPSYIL
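Read-out basis: % PE-positive cells; Test system: HUVEC primary endothelial cells; Technique: immunofluorescence imaging; Dosing: single-point compound dose.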
S100A4 MyoIIA: inhibitors of human S100A4 binding to myosin IIA peptide | P26447 | S100A4/TAMRA-MyoIIA peptide fluorescence polarization | inhibition, % at 10.7 µM | actives 0.14% (n = 360,000);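 active = mean inhibition of at least 70% across replicates, with every replicate also reaching that level; inconclusive = mean inhibition reaches 70% but some replicates fall short; inactive = mean inhibition below 70%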
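assay system = human S100A4 monomer with TAMRA-labelled myosin IIA peptide | also added = labelled myosin peptide probe, 5 nM | incubation = 5 min between mix addition and reading | control set = DMSO and TFP controls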
Xi reactivation: activators of X-chromosome reactivation in mouse fibroblasts | activation, % at 7.58 µM | XiGFP mouse fibroblasts, % GFP-positive cells imaging, 3 d; cells co-treated with 5-aza-dC sensitizer; scaled so ellipticine positive control = 100% | AID 743238 | actives 0.055% (n = 360,000);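 active = mean normalized replicate activation at least 10% and every replicate at or above 10%; inconclusive = only one of the two criteria met; inactive = mean below 10% and not all replicates reach 10%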;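 also: 0% = median of on-plate neutral control wells and 100% = ellipticine 6 µM median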
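Material: XiGFP fibroblasts, SV40-immortalized; Buffer or medium: DMEM containing 5-aza-dC; Compound dosing: single point; Times: 3 days compound exposure.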
FN deposit inh: fibronectin deposition inhibition | actives 0.086% (n = 350,000) | inhibition, % at 12.6 µM | AH1F fibroblasts, Alexa488-fibronectin deposition fluorescence, overnight | AID 743247;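 active = mean inhibition across replicates of 30% or more, regardless of how many single replicates reach that level; inconclusive = mean under 30% yet at least half of replicates reach 30%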;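 also: positive control wells lacked labelled fibronectin entirely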
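Material: AH1F fibroblasts assembling fluorescent fibronectin matrix; amount: 10000 AH1F cells/well; medium: DMEM, 2% serum; reagent: Alexa488-fibronectin, 24 nM final in well; dosing: single compound dose, delivered by pin transfer; incubation: 1 h adhesion, overnight exposure; detection: fluorescence after three HBSS washes, excitation 485 nm, emission 525 nm; measure: fibronectin deposition inhibition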
* = called active by the depositor; ? = inconclusive; . = not tested or not shown; & = joins results of further samples.

Results follow in this order: RAD54 inh	esBAF inh	EWS-Fli inh	RAD52 inh	E-sel inducer	S100A4 MyoIIA	Xi reactivation	FN deposit inh
- Cc1csc(NC(=O)c2cc3c(s2)-c2ccccc2OC3)n1
→ 8.1	85.7*	-37.6	-58.9	-0.3	-2.5	0.0	-9.7
- CCCc1nnc(NC(=O)CCC(=O)N2CCC(C)CC2)s1
→ 3.8	-3.1	.	2.5	.	-2.1	0.3	-2.6
- Cc1nc2ccc(S(=O)(=O)CCC(=O)NCCc3ccccc3)cc2s1
→ 0.7	11.4	-1.1	-6.4	13.1	-4.0	0.2	6.6
- CC1CCC(C(C)C)C(OC(=O)Cn2c(-c3ccc(F)cc3)[n+](C)c3ccccc32)C1 (configuration not stated)
→ 20.3	.	13.4	39.0	-0.8	2.7	0.0	-3.4
- COc1cccc(NC(=O)N2C[C@@H](O)COC[C@@H]3O[C@H](CC(=O)NC4Cc5ccccc5C4)CC[C@H]32)c1
→ 7.8	-2.4	-10.3	5.0	0.0	3.2	0.2	-15.4
- CCn1nc(C)c(CN2CCCC(CO)(Cc3cccc(Cl)c3)C2)c1C (configuration not stated)
→ .	.	13.3	-14.7	.	-9.1	-0.1	6.7
- COCCNC(=O)CCCn1c(=O)c2ccccc2n(Cc2cccc([N+](=O)[O-])c2)c1=O
→ .	.	-0.4	4.5	1.4	6.2	-0.1	1.8
- Cc1cc(C)n2nc(SCCOc3ccccc3)nc2n1
→ .	.	-20.0	-9.7	.	10.9	0.0	.
- CC(C)Cc1nc(Nc2ccccc2C#N)c2nnn(Cc3ccccc3)c2n1
→ -1.2	-6.3	8.0	-13.0	.	-0.1	0.0	-18.1
- CC(C)Nc1nc(NNc2nc(Cl)nc(NC(C)(C)C)n2)nc(NC(C)C)n1
→ 4.2	.	11.6	6.6	.	-2.0	0.0	-1.5
- Cc1ccc(S(=O)(=O)N2CCCC2)cc1C(=O)NCCN1CCOCC1
→ 7.2	.	-4.2	-2.9	0.0	-4.1	0.0	-2.1
- O=C(c1cc2cc(F)ccc2[nH]1)N(Cc1cccnc1)CC1CCCN(C2CCCCC2)C1 (configuration not stated)
→ -1.2	-1.1	23.3	-3.4	.	-3.7	0.2	1.6
- CN(C)c1ccc(/C=C/C(=O)c2ccc3c(c2)OCO3)cc1
→ -371.6	10.4	-28.7	-115.3	.	-30.3	0.0	-0.7
- C[C@@H]1CN([C@@H](C)CO)C(=O)c2ccccc2-c2ccccc2CO[C@H]1CN(C)C(=O)[C@H]1CCCN1C
→ -3.7	-2.3	-0.1	-35.8	-0.3	4.0	-0.1	-6.2
- CCC1CN(C(=O)NCc2ccc(F)cc2)c2ccccc2O1 (configuration not stated)
→ 0.9	-2.2	-11.8	-7.2	-0.1	0.1	0.0	-1.2

Taken from above:
CN(C)c1ccc(/C=C/C(=O)c2ccc3c(c2)OCO3)cc1 in S100A4 MyoIIA → -30.3
CCn1nc(C)c(CN2CCCC(CO)(Cc3cccc(Cl)c3)C2)c1C (configuration not stated) in EWS-Fli inh → 13.3

(more compounds)
Results follow in this order: RAD54 inh	esBAF inh	EWS-Fli inh	RAD52 inh	E-sel inducer	S100A4 MyoIIA	Xi reactivation	FN deposit inh
- O=S(=O)(Nc1nc2ccccc2s1)c1ccc(Cl)nc1
→ .	-7.2	15.5	-12.0	0.9	-1.8	-0.1	2.9
- Cc1c2cnn(-c3ccccc3)c(=O)c2c(C)n1CCCC(=O)N1CCN(C)CC1
→ 5.3	-2.2	-4.7	29.8	-0.3	2.3	-0.1	-4.5
- COc1cc(Cl)cc(NC(=O)CCN2CCN(C)CC2)c1
→ -4.3	-13.1	.	-0.9	.	1.5	.	9.4
- O=C(C[C@H]1C[C@@H]2c3cc(NC(=O)c4cccnc4)ccc3O[C@@H]2[C@@H](CO)O1)NCc1ccncc1
→ 2.4	-2.9	-3.6	3.5	-0.1	15.0	0.0	-2.3
- CCCCn1c(SCC(=O)Nc2ccc(C)c(S(=O)(=O)N3CCOCC3)c2)nnc1C(CC)N(C)C (configuration not stated)
→ 3.4	-2.0	0.4	-5.4	2.5	-1.8	0.0	0.6
- CCC(CC)=NNc1ccc([N+](=O)[O-])cc1[N+](=O)[O-]
→ .	.	4.7	3.1	-0.2	3.7	0.1	-3.2
- C[C@@H]1CN([C@@H](C)CO)C(=O)c2cc(NC(=O)Nc3ccc4c(c3)OCO4)ccc2O[C@H]1CN(C)S(=O)(=O)c1ccc(Cl)cc1
→ 6.1	9.4	-5.5	-9.6	0.5	-11.0	0.1	2.8
- CCCN1[C@@H]2c3ccc(-c4cncnc4)c(=O)n3C[C@@H]2[C@@H](CO)[C@@H]1C(=O)OC
→ 6.5	-2.8	1.9	-13.6	-0.1	10.8	0.1	.
- CN(Cc1ccccc1)S(=O)(=O)c1cc2c3c(c1)CCN3C(=O)CC2
→ -12.2	-3.5	3.2	-8.0	.	-2.2	-0.1	-1.4
- Clc1ccccc1/C=C/c1nc(-c2cccnc2)no1
→ .	20.6	-38.7	-12.3	.	-0.9	0.2	-9.3
- C[C@H]1CN([C@@H](C)CO)C(=O)c2cc(-c3cncnc3)cnc2O[C@H]1CN(C)C(=O)CN1CCOCC1
→ 5.9	1.1	-2.8	-1.0	0.0	-1.5	-1.0	0.2
- CCCNC(=O)N[C@H]1CC[C@@H](CCn2cc(C3CCCCC3)nn2)O[C@@H]1CO
→ -1.3	-3.0	-1.6	4.7	-0.1	-27.7	0.2	-0.3
- CC(=O)N1CCN(C(=O)COC(=O)COc2ccc(C#N)cc2)CC1
→ .	.	-5.7	8.3	0.7	-0.7	-0.2	2.8
- COc1ccc(S(=O)(=O)Nc2cccc3c2O[C@@H](CN(C)Cc2ccc(Cl)c(Cl)c2)[C@@H](C)CN([C@@H](C)CO)C3=O)cc1
→ .	-4.4	0.2	.	0.0	.	0.0	5.7
- O=C(Cc1ccccc1)N[C@@H]1C=C[C@H](CC(=O)N2CCOCC2)O[C@H]1CO
→ -5.3	-1.6	3.3	21.2	0.2	28.3	0.0	7.1
- CN1CCN(S(=O)(=O)c2ccc3c4c(cccc24)C(=O)N3)CC1
→ 7.3	-1.7	11.4	0.1	0.2	-0.5	0.4	0.0
- COc1ccc(CNC(=O)[C@@H](NC(=O)C2CCN(C(=O)[C@@H]3CCCN3C(=O)OC(C)(C)C)CC2)C(C)C)cc1
→ -1.0	1.4	4.3	5.3	.	-4.7	.	.
- CC1=NN(C(N)=S)C(=O)C1N=Nc1ccc([N+](=O)[O-])cc1 (configuration not stated)
→ 3.3	76.5*	.	-5.5	.	-0.9	.	.
- Cc1ccc(SCCCCN2CCOCC2)cc1
→ -3.3	3.6	-17.9	-7.5	.	-2.6	0.0	-7.9
- COc1cc(CNc2ncnc3c2ncn3[C@H]2CN(Cc3ccc4c(c3)OCO4)C[C@@H](CO)O2)cc(OC)c1OC
→ 0.7	-8.2	-1.2	-11.0	-0.3	1.0	0.0	-4.2
- Cc1cc(C(=O)Nc2nccs2)c2cc(F)ccc2n1
→ .	.	2.3	-36.3	.	7.5	0.0	4.4
- CCN(CC)C(=S)NC(=O)c1cc(OC)c(OC)c(OC)c1
→ .	.	14.0	-1.6	.	0.7	0.1	16.7
- C=CCC(C(=O)OC)(C(=O)OC)c1ccc(C(F)(F)F)cc1[N+](=O)[O-]
→ .	.	3.2	-24.6	.	31.4	-0.1	.
- Cc1noc(C)c1NC(=O)Nc1ccc2c(c1)C(=O)N([C@@H](C)CO)C[C@H](C)[C@@H](CN(C)C(=O)C1CCCCC1)OCCCC[C@H](C)O2
→ -11.5	4.9	0.7	4.8	0.0	-2.7	0.0	.
- CN(C)C(=O)C[C@@H]1CC[C@H]2[C@H](COc3ccc(NC(=O)C4CCCC4)cc3C(=O)N2C)O1
→ .	.	-1.8	-1.4	0.0	-0.5	0.0	7.6
- CCN(CC(=O)NCc1ccc(F)cc1)C(=O)c1ccc(COc2ccccc2)cc1
→ -11.6	56.7*	-68.8	-6.7	-0.1	-4.1	0.0	-8.4
- C[C@H](CO)N1C[C@H](C)[C@@H](CN(C)Cc2ccc3c(c2)OCO3)Oc2ccc(NC(=O)Cn3cnnn3)cc2C1=O
→ -5.8&0.6	-2.0&-4.9	-26.0&-4.3	-7.7&-3.4	-9.2&2.7	-14.6&-3.9	-0.1&0.1	-14.0
- O=C(C[C@H]1CC[C@@H]2[C@H](COC[C@@H](O)CN2Cc2ccccc2)O1)N[C@H]1CCN(Cc2ccccc2)C1
→ 0.1	-2.1	-4.0	20.0	?	-3.6	-0.1	-1.9
- CC(C)CC#Cc1ccc([C@H]2[C@H]3CN(C(=O)Nc4ccccc4)CCCCN3[C@H]2CO)cc1
→ 0.6	.	-16.7	-4.7	0.2	-48.8	0.1	-6.2
- CC(C)NC(=O)N[C@H]1CC[C@@H](CCn2cc(-c3ccccc3)nn2)O[C@@H]1CO
→ 9.1	-2.0	-3.9	-2.5	-0.3	20.0	-0.7	-0.5
- NC(c1ccccc1)c1csc(NC(=O)Nc2ccccc2Oc2ccccc2)n1 (configuration not stated)
→ -7.1	-5.7	2.2	-29.3	0.3	-10.7	0.0	-2.7
- COc1cc(/C=C2\C(=N)N3N=C(C)SC3=NC2=O)cc(Cl)c1OCCOc1ccc(NC(C)=O)cc1
→ -19.8	1.9	-4.0	-18.5	0.1	-2.3	0.0	-2.4
- CCCC[n+]1c(C)sc2cc(OC)ccc21
→ .	.	14.0	-4.1	.	-21.7	0.0	-8.2
- COc1ccc(-n2c(=S)[nH]c3cc(C(=O)NCCCN4CCOCC4)ccc3c2=O)cc1
→ -7.3	0.6	-0.1	6.8	.	1.0	0.0	1.5
- CN1C(=O)NC(c2ccccc2[N+](=O)[O-])C2=C1CCCC2=O (configuration not stated)
→ -42.5	-3.6	-10.8	-422.6	0.1	117.4*	0.1	-7.8
- CC(=O)c1cccc(NC(=O)CCS(=O)(=O)c2cc3c(cc2C)NC(=O)CO3)c1
→ -7.3	2.1	-3.2	-7.4	-0.2	-0.7	0.1	6.1
- CO[C@@H]1CN(C)C(=O)c2cc(NC(=O)Nc3cc(F)ccc3F)ccc2OC[C@H](C)N(C(=O)c2cnccn2)C[C@@H]1C
→ -9.6	-0.9	15.2&1.0	2.1&-26.4	-0.3&5.5	-10.9&-2.1	0.1&0.1	13.7&7.0
- CCN(c1ccccc1)S(=O)(=O)c1ccc(Cl)c(C(=O)NC2CCN(Cc3ccccc3)CC2)c1
→ -5.3	3.8	32.0	-19.0	.	-5.3	0.2	-5.5
- CCC1Oc2ccc(C)cc2N(CC(=O)NCCc2ccc(OC)c(OC)c2)C1=O (configuration not stated)
→ 3.3	-7.5	-5.9	0.6	0.0	-2.5	0.0	5.0
- CCc1ccc(CNC(=O)CCc2nc(-c3cccs3)no2)cc1
→ 4.5	-7.4	-1.4	-19.2	0.2	-6.6	0.0	7.5
- CCOC(=O)c1cc(CC)sc1NC(=O)CN1CCN(C(=O)C2CCCO2)CC1 (configuration not stated)
→ 0.5	0.5	3.0	-21.8	.	-3.0	0.2	6.0
